High-throughput results: PubChem, several laboratories
MITF act: activators of MITF-driven TRPM1 promoter reporter, primary screen, cell-based, SK-MEL-5, luciferase, single point; SK-MEL-5 TRPM1-promoter luciferase, 24 h; % of positive control, neutral wells = 0; activation, % at 12.5 µM; actives 0.75% (n = 300,000); AID 588334, 2011;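 active = mean activation of at least 80% with every replicate also reaching 80%; inconclusive = mean reaches 80% but some replicate falls short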;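 note: 0% = neutral control wells and 100% = parthenolide positive control wells; values of inactives mirror those of a sister screen read the other way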
DSG3 Ab inh: inhibitors of pemphigus antibody binding to DSG3, primary screen, biochemical, bead-based, flow cytometry, scFv-GFP; Desmoglein-3 (Homo sapiens), P32926; DSG3-coupled beads, scFv-anti-DSG3-GFP binding; active compounds read low; binding (percent of control), % at 10 µM; actives 0.48% (n = 310,000);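 active = binding more than 3 SD below its plate's average and above zero; inconclusive = below that plate limit but binding exactly zero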;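 note: hits lower antibody fragment binding to DSG3; some compounds called inactive have numbers as strong as hits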
SR-BI HDL uptake: inhibitors of SR-BI mediated HDL lipid uptake, primary screen, ldlA[mSR-BI] cells, fluorescence, single point. inhibition, % at 12.5 µM. Scavenger receptor class B member 1 (Mus musculus), Q61009. actives 0.96% (n = 320,000). AID 488896, 2010. ldlA[mSR-BI] CHO cells, DiI-HDL uptake fluorescence, 3 h;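 active = mean replicate inhibition of at least 70% and a set share of replicates each scoring 70 or more; inconclusive = meets just one of the two criteria; inactive = fails both criteria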;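 note: 0% = median of neutral control wells and 100% = median of positive control wells; values of inactives mirror those of a sister screen read the other way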
Target sequence (Q61009 whole entry, looked up): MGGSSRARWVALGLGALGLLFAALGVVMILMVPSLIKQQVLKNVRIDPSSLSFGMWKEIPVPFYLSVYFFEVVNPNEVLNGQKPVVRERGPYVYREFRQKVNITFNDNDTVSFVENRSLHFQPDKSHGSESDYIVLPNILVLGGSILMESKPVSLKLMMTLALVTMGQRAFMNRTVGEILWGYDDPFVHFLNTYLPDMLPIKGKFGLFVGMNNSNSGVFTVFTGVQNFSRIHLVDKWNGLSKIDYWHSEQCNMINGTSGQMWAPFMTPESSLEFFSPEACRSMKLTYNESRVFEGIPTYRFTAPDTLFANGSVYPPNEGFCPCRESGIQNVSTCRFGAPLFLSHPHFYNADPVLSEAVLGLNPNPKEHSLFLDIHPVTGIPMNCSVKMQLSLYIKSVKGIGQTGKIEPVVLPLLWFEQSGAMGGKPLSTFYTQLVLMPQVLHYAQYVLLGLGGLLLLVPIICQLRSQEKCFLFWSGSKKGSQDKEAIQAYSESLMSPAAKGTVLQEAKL
Arrestin-AP2 inh: inhibitors of beta-arrestin/AP2 binding, primary screen, biochemical, GPCR trafficking, flow cytometry; beta-arrestin 1 C-terminal peptide binding to AP2 beta2-adaptin appendage (human); FITC-arrestin peptide / GST-AP2 beads; AP2 beta2 appendage carries R879A mutation; actives 0.31% (n = 340,000); inhibition, % at 10 µM;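 active = inhibition above a set limit, near 3 SD of compounds lacking own fluorescence, cut at about 54% in these data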;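 note: plate controls were DMSO wells for no effect and 5 µM unlabelled arrestin peptide for full effect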
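System: GST-AP2 R879A glutathione beads | Also added: FITC-arrestin peptide, 50 nM | Times: 12 min plus 1 h, RT | Signal: Bead flow cytometry, FITC channel | Buffer or medium: PBS with 0.05% Tween 20 and 0.1% BSA | Read-out basis: Percent drop in bead-associated FITC signal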
dFosB act: activators of delta FosB homodimer, primary screen, biochemical, fluorescence polarization, TAMRA-CDK5 oligo, single point; Protein FosB (Mus musculus), P13346; purified delta FosB; percent of positive-control signal above neutral wells; activation, % at 25 µM; actives 0.99% (n = 340,000);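 active = mean activation above about 17%, with every replicate also reaching it, limit read from the data, passing the limit was not always enough; inconclusive = only one of the two conditions met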;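 note: fluorescence polarization rise as delta FosB binds a TAMRA Cdk5 AP-1 oligo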
SR-BI uptake up: activators of SR-BI mediated DiI-HDL uptake, primary screen, ldlA[mSR-BI] CHO cells, DiI fluorescence. AID 504775, 2011. actives 0.096% (n = 320,000). activation, % at 12.5 µM. 3 h; 100 = double the neutral-control signal;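 active = mean replicate activation of at least 60% and every replicate at or above 60%; inconclusive = mean or all-replicate condition met, but not both; inactive = mean below 60% and not all replicates reaching 60%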;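 note: 0% = median plate neutral-control signal and 100% = twice that signal; values of inactives mirror those of a sister screen read the other way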
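System: LDL receptor-deficient CHO ldlA cells overexpressing murine SR-BI | Timing: 3 h uptake period with compound, 37 °C | Medium: HEPES-buffered (25 mM, pH 7.4) F12 plus 0.5% BSA | Dosing: Single-point compound dose | Signal: Bottom-read fluorescence, 550/595 nm | Read-out: Retained DiI signal reflecting DiI-HDL uptake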
NSD2 HMT inh: NSD2 histone methyltransferase inhibitors, primary screen, biochemical, AlphaScreen, single concentration, set 2 | NSD2 peptide methylation, 120 min | inhibition, % at 12.5 µM | actives 0.54% (n = 310,000); in the data active = inhibition above about 50%
PKA-R1A activ: activators of PKA-R1A holoenzyme, primary screen, biochemical, fluorescence polarization, Cy5-IP20, bovine R1A, mouse PKAc | cAMP-dependent protein kinase type I-alpha regulatory subunit (Bos taurus) + … | actives 0.083% (n = 340,000) | PKA-R1A dissociation; scaled: DMSO 0%, 113 µM cGMP 100% | AID 504707, 2011 | activation, % at 11.4 µM;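 active = percent activation above the mean of all tested compounds plus 3 SD, cut at about 19% in these data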;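 note: higher means more PKAc released from R1A so a rise in polarization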
CDK5 inh: inhibitors of human CDK5/p35 kinase, primary screen, biochemical, single concentration; Cyclin-dependent kinase 5 (Homo sapiens) + Cyclin-dependent kinase 5 activator 1 (Homo …; Recombinant CDK5/p35, ADP-Glo luminescence, 60 min; inhibition, % at 10 µM; actives 0.01% (n = 330,000);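 active = highest replicate inhibition of at least 50% and at least 75% of replicates reaching 50%; inconclusive = only one of the two criteria met; inactive = both criteria failed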;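 note: plate controls were DMSO neutral control for no effect and GW8510 at 10 µM for full effect; many of its hits are not listed in these tables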
Mot1-301 SUMO: yeast Mot1-301 growth rescue at high temperature, primary screen, SUMOylation pathway inhibitor project, S. cerevisiae, ATP luminescence, 38.5C; S. cerevisiae Mot1-301 growth rescue; percent above DMSO median, 100 means doubled; growth rescue, % at 18.8 µM; actives 1% (n = 320,000); AID 2716, 2010;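 active = every valid replicate shows activation above 250% relative to neutral control wells; inactive = the rest, any valid replicate at or below 250%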;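 note: OY570 slx delta 5 strain wells were the positive control but not used for scaling; some compounds called inactive have numbers as strong as hits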
PKA-R2B activ: activators of PKA-R2B holoenzyme, primary screen, biochemical, fluorescence polarization, Cy5-IP20, human; PKA-R2B holoenzyme dissociation; R2B truncated from residue 108, S112A mutant; 0% DMSO only, 100% 113 µM cGMP; actives 0.079% (n = 340,000); cAMP-dependent protein kinase catalytic subunit beta (Homo sapiens) + cAMP-dependent …; activation, % at 11.4 µM;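 active = activation above a cutoff set at the mean over all compounds plus 3 SD, cut at about 18% in these data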;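 note: higher means more holoenzyme dissociation and a rise in polarization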
Target sequence (P31323 whole entry, looked up, other chains not shown, the tested form may be a part): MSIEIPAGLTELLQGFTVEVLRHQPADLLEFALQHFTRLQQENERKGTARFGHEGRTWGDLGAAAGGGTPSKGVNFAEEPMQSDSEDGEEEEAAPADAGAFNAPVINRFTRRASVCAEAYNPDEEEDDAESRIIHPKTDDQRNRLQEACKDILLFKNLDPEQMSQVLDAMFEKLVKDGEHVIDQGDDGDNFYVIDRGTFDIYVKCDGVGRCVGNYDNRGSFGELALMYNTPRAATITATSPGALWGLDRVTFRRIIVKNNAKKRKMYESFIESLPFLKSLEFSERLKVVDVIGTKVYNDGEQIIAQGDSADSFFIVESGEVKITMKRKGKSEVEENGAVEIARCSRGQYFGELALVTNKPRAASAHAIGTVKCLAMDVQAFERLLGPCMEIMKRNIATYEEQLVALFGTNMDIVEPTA
Starred values were filed as active, the others as inactive; ? = inconclusive; / = not tested or not shown. An excerpt; rates above refer to the full screens.

canonical_smiles | MITF act | DSG3 Ab inh | SR-BI HDL uptake | Arrestin-AP2 inh | dFosB act | SR-BI uptake up | NSD2 HMT inh | PKA-R1A activ | CDK5 inh | Mot1-301 SUMO | PKA-R2B activ
O=C1/C(=C\c2cccnc2)N2CCC1CC2 | -1 | 102 | -9 | 22 | 6 | 9 | -1 | 5 | -0.5 | -5 | 4
O=[N+]([O-])c1cc(-n2cnnn2)c(O)c([N+](=O)[O-])c1 | -1 | 113 | -8 | 11 | -8 | 8 | 0 | -1 | -6.6 | -25 | -5
COc1ccc2c(c1O)-c1cccc3c1[C@@H](C2)N(C)CC3 | 7 | 118 | -9 | -3 | 13 | 9 | / | 3 | -0.6 | 4 | 11
CCOc1ccc(C2C(C#N)=C(N)Oc3c2c(=O)oc2ccccc32)cc1 (centres undefined) | -4 | 97 | 6 | 1 | 21* | 9 | 1 | 9 | -0.7 | 5 | 1
Cc1cccc(NC(=O)OC2CN3CCC2CC3)c1 (centres undefined) | 21 | 101 | -18 | -14 | -1 | 19 | 3 | -5 | 1.0 | -8 | -1
OC(Cn1c2ccccc2c2ccccc21)C[n+]1cccc2ccccc21 (centres undefined) | 21 | 103 | -15 | 29 | ? | 15 | 20 | -14 | -0.8 | 137 | -5
COc1cccc(CNCCc2cccc(F)c2)c1OC | / | 104 | 10 | 24 | 4 | -10 | 0 | -4 | 1.0 | 44 | 9
C[C@](N)(CCP(=O)(O)O)C(=O)O | -2 | / | 13 | -1 | -2 | -13 | / | 0 | 1.5 | 15 | -4
O=C(c1cccn2c(=O)c3ccccc3nc12)N1CCC2(CC1)OCCO2 | -1 | 102 | -17 | 0 | -2 | 17 | -2 | -1 | -1.0 | 3 | -14
O=[N+]([O-])c1cccc(NP(=O)(Oc2ccccc2)Oc2ccccc2)c1 | -10 | 92 | 16 | 27 | -1 | -16 | 0 | 1 | -0.1 | -8 | 0
Cc1cc(/C=C2\C(=O)NC(=O)N(c3ccc(Cl)cc3)C2=O)c(C)n1C | 0 | 159 | 12 | 7 | 2 | -12 | 3 | -4 | -3.9 | -10 | -6
Cc1nn(-c2ccccc2)c(C)c1NC(=O)COC(=O)Cc1ccccc1 | 2 | 107 | -35 | -14 | -1 | 35 | -5 | 8 | 1.6 | 0 | -4
COCCOC(=O)c1c(C)n(C)c2ccc(OC(=O)N(C)C)cc12 | 11 | 100 | -24 | -1 | -11 | 24 | -12 | 5 | -3.0 | -20 | 2
CC(C)Oc1cccc(C(=O)C2CCCN(C3CCOCC3)C2)c1 (centres undefined) | -2 | / | -6 | 6 | -7 | 6 | 1 | -9 | 0.1 | 235 | -2
CCCCn1c(=O)c(C(=O)NCc2ccc(Cl)cc2)c(O)c2ccccc21 | -16 | 97 | 38 | 43 | -7 | -38 | -8 | -6 | 1.2 | -2 | 6
COC(=O)C1=C(c2c(C)noc2C)C[C@@H]2CC[C@H]1N2C(=O)NC(C)C | 1 | 103 | -23 | -1 | 4 | 23 | / | 4 | -2.3 | 9 | -5
N[C@@]1(C(=O)O)CC[C@@H](C(=O)O)C1 | -8 | 92 | -21 | 9 | -4 | 21 | / | -2 | -0.6 | -7 | 10
CC(C(=O)c1ccccc1)N1C(=O)c2ccccc2C1=O (centres undefined) | -1 | 94 | -20 | -2 | -11 | 20 | -3 | -6 | 0.9 | -7 | -7
CCCCCn1c(=O)c(C(=O)Nc2nc3ccccc3[nH]2)c(O)c2ccccc21 | / | 97 | 3 | -6 | -12 | -3 | 23 | -11 | -0.3 | -27 | 4
CN(C)c1ccc(P(=S)(N(C)C)N(C)C)cc1 | 20 | 95 | 7 | -4 | -2 | -7 | -2 | -15 | -1.2 | 32 | -1
Brc1ccccc1 | 0 | 103 | -24 | 12 | 2 | 24 | / | 2 | 2.0 | -8 | -1
O=C(NC1CN2CCC1CC2)c1cccc(Cl)c1 (centres undefined) | 11 | / | 10 | 5 | 3 | -10 | -1 | 9 | -1.5 | 168 | 7
CC(C)CCC1(CCc2ccncc2)C(=O)NC(=O)NC1=O | / | 99 | -17 | 26 | -3 | 17 | 0 | 9 | -0.6 | -16 | 9
COC(=O)C1=C(c2cccc(OC)c2OC)C[C@@H]2CC[C@H]1N2C(=O)NCc1ccccc1 | 4 | 102 | -9 | 3 | 7 | 9 | / | 3 | -0.2 | -17 | -5
CC(=O)OC1N=C(c2ccccc2)c2cc(Br)ccc2NC1=O (centres undefined) | 3 | 102 | 9 | 0 | -5 | -9 | -2 | 0 | -0.5 | 1 | 16
Cc1nn(Cc2ccccc2)c(C)c1C(=O)OCC(=O)NC1CCS(=O)(=O)C1 (centres undefined) | 15 | 96 | -12 | 15 | -11 | 12 | -1 | 7 | 0.4 | / | -2
Cc1ccc(C(=O)N/C(=C\Cl)P(=O)(c2ccccc2)c2ccccc2)cc1 | 6 | 141 | -19 | / | -2 | 19 | -5 | -8 | -0.7 | -16 | -9
OC1(CN2CCOCC2)C2CC3CC(C2)CC1C3 (centres undefined) | -15 | 114 | -10 | -2 | 0 | 10 | 8 | 8 | 1.2 | / | 1
C=CCN1C(=O)/C(=C\c2ccc(N3CCOCC3)o2)C(=O)NC1=S | -6 | 111 | -46 | -40 | -5 | 46 | 5 | 1 | -2.0 | 5 | -3
CCCCn1c(N)c(C(=O)OCC2CCCO2)c2nc3ccccc3nc21 (centres undefined) | -6 | 99 | 11 | 4 | 1 | -11 | 83* | -7 | -0.4 | -2 | -6

Next section:
Values run as follows: MITF act, DSG3 Ab inh, SR-BI HDL uptake, Arrestin-AP2 inh, dFosB act, SR-BI uptake up, NSD2 HMT inh, PKA-R1A activ, CDK5 inh, Mot1-301 SUMO, PKA-R2B activ
- Cc1[nH]c2ccc(OC(F)(F)F)cc2c1CCNCc1ccc(Cl)cc1
→ 5, 108, -25, 1, -11, 25, 11, -5, -0.4, -20, -1
- O=C(NCC(c1cccnc1)N1CCOCC1)Oc1ccccc1 (centres undefined)
→ /, 105, -18, -6, -7, 18, 0, 0, 0.6, 8, 8
- O=C1/C(=C\c2ccc(Cl)c(Cl)c2)N2CCC1CC2
→ /, 107, -3, 30, 0, 3, 4, 0, 1.2, 14, 0
- CC1CC2C(C(O)CC3(C)C(O)CCC23)C2(C)CCC(=O)C=C12 (centres undefined)
→ -2, 118, 20, -6, 6, -20, -1, -2, -1.5, /, -6
- COc1ccc(CN2CCN(C(=O)COc3ccc4ccccc4c3)CC2)c(OC)c1
→ 4, 110, 5, -2, -14, -5, 5, 7, -0.3, -7, -7
- Cc1cc(C)cc(N2C(=O)NC(=O)/C(=C/c3cccn3-c3ccc(Cl)cc3)C2=O)c1
→ -48, 86, -3, 2, -10, 3, 14, -6, 0.6, 17, 2
- CCCCCn1c(=O)c(C(=O)Nc2ccccc2Cl)c(O)c2ccccc21
→ /, 114, 93*, -10, -6, -93, /, -4, -1.5, 10, -4
- COc1cccc(CC(=O)N2CCN(Cc3cccc(Cl)c3)CC2)c1
→ -14, -53*, /, -20, -2, /, 2, 5, -0.8, -13, -3
- CCOC(=O)C1(c2ccccc2)CCN(CC(=O)Nc2cccc3ccccc23)CC1
→ -7, 100, -14, 7, 0, 14, 4, -2, 0.6, 7, -6
- C/C(=N\NC(=O)c1ccccc1)c1c(O)n(C2CCCCC2)c(=O)[nH]c1=O
→ -5, /, 45, 2, -3, -45, -1, -3, -5.1, 4, -3
- Cc1ccc(NC2=NCCCS2)cc1Cl
→ /, 110, /, 3, 3, /, -1, 2, -0.3, -4, 3
- N#Cc1ccccc1NC(=O)CN1CC=C(c2ccccc2)CC1
→ -10, 116, -14, 6, 5, 14, 1, 2, -2.5, 3, -5
- CC1(C)C(=O)CCC2C1=CCC1C2CCC2(C)C(O)CCC12 (centres undefined)
→ 2, 94, 27, -5, -4, -27, -1, 3, -2.0, /, -9
- COC(=O)C1=C(c2ccc(F)cc2F)C[C@@H]2CC[C@H]1N2C
→ 7, 99, -6, 2, 3, 6, /, 3, -0.9, 16, 11
- Cc1ccc(CN2CCCN(Cc3ccc(Cl)cc3)S2(=O)=O)cc1
→ 5, 97, 4, 35, 4, -4, 20, 0, 0.1, 6, -12
- CCCC(=O)NC(Oc1ccc(Cl)cc1Cl)C(Cl)(Cl)Cl (centres undefined)
→ -2, 129, -15, 2, -9, 15, 0, 3, 0.8, -13, -3
- Cc1cc(N2C(=O)CC(N3CCC(n4c(=O)[nH]c5ccccc54)CC3)C2=O)no1 (centres undefined)
→ /, 98, -14, 10, 3, 14, -1, 4, 0.4, -23, 8
- COc1ccc2[nH]c(C)c(CCNCc3cc(OC)c(OC)c(OC)c3)c2c1
→ -5, 116, 13, -9, 3, -13, 3, -5, 1.9, -6, -4

Compound profiles (already shown). Order of values: MITF act	DSG3 Ab inh	SR-BI HDL uptake	Arrestin-AP2 inh	dFosB act	SR-BI uptake up	NSD2 HMT inh	PKA-R1A activ	CDK5 inh	Mot1-301 SUMO	PKA-R2B activ
Entry for `Cc1nn(-c2ccccc2)c(C)c1NC(=O)COC(=O)Cc1ccccc1` : 2	107	-35	-14	-1	35	-5	8	1.6	0	-4
Entry for `CCCCCn1c(=O)c(C(=O)Nc2nc3ccccc3[nH]2)c(O)c2ccccc21` : /	97	3	-6	-12	-3	23	-11	-0.3	-27	4
Entry for `C[C@](N)(CCP(=O)(O)O)C(=O)O` : -2	/	13	-1	-2	-13	/	0	1.5	15	-4
